# Bioassay records deposited in PubChem BioAssay by Sanford-Burnham Center for Chemical Genomics.
# mIAP activ: activators of mouse IAP, primary screen, biochemical, luminescence, uHTS | activation factor at 10 µM | muIAP, CDP-Star luminescence, 30 min; hits give high values; 1 = vehicle-only enzyme signal, 0 = enzyme-free wells | intestinal alkaline phosphatase [Mus musculus] | 0.24% of 330,000 active | AID 2805, 2010;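 active means activation factor of at least 2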; further: the source names both 10 and 20 µM as test concentration; values of inactives mirror those of a sister screen read the other way
#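 System: Mouse IAP enzyme | Also added: CDP-Star substrate | Dosing: Compounds dispensed in DMSO | Schedule: 30 min enzyme-substrate-compound incubation at room temperature | Technique: Chemiluminescence readout | Control set: DMSO-only wells and no-enzyme negative control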
# APOBEC3G inh: APOBEC3G DNA deaminase inhibitors, primary screen, biochemical, fluorescence, single-stranded DNA substrate, uHTS | 0.28% of 330,000 active | recombinant A3G, ssDNA deamination FAM/TAMRA fluorescence | DNA dC->dU-editing enzyme APOBEC-3G (Homo sapiens), Q9HC16 | inhibition, % at 20 µM;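 active means inhibition of at least 40% at 20 µM, with no more than 30% in the related APOBEC3A deaminase screen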;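 further: plate controls were DMSO wells with A3G for no effect and wells lacking A3G enzyme for full effect; some compounds called inactive have numbers as strong as hits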
# NLRP3 yeast inh: NALP3 inflammasome inhibitors in reconstituted yeast, primary screen, luminescence, uHTS; inhibition, % at 10 µM; Yeast reconstituted NLRP3/ASC/caspase-1, beta-gal luminescence, 24 h; AID 2825, 2010; 0.39% of 330,000 active;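 active means inhibition of 50% or more; inactive means inhibition below 50%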;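 further: plate controls were induced DMSO wells for no effect and uninduced yeast grown without galactose for full effect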
# SENP1 inh: human SENP1 catalytic domain inhibitors, primary screen, biochemical, FRET, uHTS; recombinant SENP1 catalytic domain, CyPet-SUMO1-YPet FRET cleavage; inhibition, % at 10 µM; 0.21% of 360,000 active;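 active means inhibition at least 30% at 10 µM, raw YFP signal under a set limit, fluorescence ratio 0.5 to 1.5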;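 further: 0% = enzyme with DMSO and 100% = no enzyme wells; some results filed as inactive read as strong as hits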
# Target sequence (Q9P0U3 419-644 limits assumed): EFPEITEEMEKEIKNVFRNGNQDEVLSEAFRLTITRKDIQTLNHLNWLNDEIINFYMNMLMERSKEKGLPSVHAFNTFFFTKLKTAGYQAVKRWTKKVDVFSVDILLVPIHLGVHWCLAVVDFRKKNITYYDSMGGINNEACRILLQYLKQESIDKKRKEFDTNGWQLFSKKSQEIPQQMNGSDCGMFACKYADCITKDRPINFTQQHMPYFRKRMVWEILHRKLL
#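 Controls: no-enzyme wells low, DMSO-plus-enzyme wells high control. Test system: human recombinant His6-tagged SENP1 catalytic domain enzyme. Reagent: SFCypet-SUMO1-SFYpet FRET protein substrate, 25 nM final. Doses: one dose per compound, 10 µM, 0.5% DMSO. Detection: FRET, CFP and YFP emission. Timing: 50 min reaction at room temperature.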
# MIN6 prolif: inducers of MIN6 beta-cell proliferation, primary screen, ATP luminescence, uHTS; AID 2380, 2010; 0.29% of 330,000 active; MIN6 cells proliferation, ATPlite luminescence, 48 h; cells starved in 0.2% serum; 100% = growth in 10% serum; proliferation, % at 10 µM;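 active means compounds whose signal lies at least 3.5 SD above the mean of all wells on their plate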;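 further: 0% = DMSO-treated cells in low-serum medium and 100% = 10% serum control; some compounds called inactive have numbers as strong as hits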
# hIAP activ: human IAP activators, primary screen, biochemical, luminescence, uHTS. AID 2524, 2010. 0.16% of 330,000 active. purified human IAP, CDP-Star luminescence, 30 min; hits give high values; 1 = vehicle-only enzyme, 0 = enzyme-free background. activation factor at 10 µM. Intestinal-type alkaline phosphatase (Homo sapiens), P09923;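 active means activation factor of the enzyme at least 2-fold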; further: the source names both 10 and 20 µM as test concentration; values of inactives mirror those of a sister screen read the other way
# Target sequence (P09923 whole entry, looked up): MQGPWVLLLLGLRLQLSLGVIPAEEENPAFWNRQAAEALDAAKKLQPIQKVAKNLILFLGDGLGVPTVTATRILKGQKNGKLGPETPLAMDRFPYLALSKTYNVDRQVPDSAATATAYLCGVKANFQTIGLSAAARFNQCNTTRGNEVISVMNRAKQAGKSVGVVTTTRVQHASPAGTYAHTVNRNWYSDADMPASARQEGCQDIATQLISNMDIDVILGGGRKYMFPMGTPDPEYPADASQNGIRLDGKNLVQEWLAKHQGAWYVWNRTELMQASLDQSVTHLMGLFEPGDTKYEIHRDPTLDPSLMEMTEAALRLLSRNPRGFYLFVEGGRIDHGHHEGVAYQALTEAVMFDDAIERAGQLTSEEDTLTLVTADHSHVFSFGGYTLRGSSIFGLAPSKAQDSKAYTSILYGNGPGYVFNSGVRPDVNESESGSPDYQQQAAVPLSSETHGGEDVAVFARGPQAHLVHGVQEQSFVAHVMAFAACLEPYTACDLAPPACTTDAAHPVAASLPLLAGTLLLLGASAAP
# hIAP block: human IAP inhibitors, primary screen, biochemical, luminescence, uHTS; Intestinal-type alkaline phosphatase (Homo sapiens), P09923; purified IAP, CDP-Star luminescence, 30 min; inhibition, % at 10 µM; 0.12% of 330,000 active;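 active means inhibition reaching a set limit with compound at 10 µM in the primary screen, cut at about 35% in these data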;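 further: plate controls were DMSO wells with enzyme for no effect and no-enzyme buffer wells for full effect; values of inactives mirror those of a sister screen read the other way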
# APOBEC3A inh: APOBEC3A ssDNA deaminase inhibitors, primary screen, selectivity assay for APOBEC3G inhibitor project, biochemical, FAM/TAMRA oligo cleavage fluorescence. DNA dC->dU-editing enzyme APOBEC-3A (Homo sapiens), P31941. recombinant A3A, FAM/TAMRA ssDNA deamination fluorescence. inhibition, % at 20 µM. 0.41% of 330,000 active. AID 493011, 2011;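 active means at least 40% inhibition at 20 µM here, with at most 30% in a related deaminase screen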;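 further: plate controls were A3A with DMSO for no effect and wells lacking A3A enzyme for full effect; some results filed as inactive read as strong as hits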
# Target sequence (P31941 whole entry, looked up): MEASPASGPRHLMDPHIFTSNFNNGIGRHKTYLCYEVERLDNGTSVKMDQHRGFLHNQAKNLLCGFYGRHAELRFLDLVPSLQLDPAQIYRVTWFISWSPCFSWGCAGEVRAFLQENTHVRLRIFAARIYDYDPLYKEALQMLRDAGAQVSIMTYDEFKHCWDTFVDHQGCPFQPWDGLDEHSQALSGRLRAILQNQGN
# mIAP inh: inhibitors of mouse IAP, primary screen, biochemical, luminescence, uHTS; purified mouse IAP, CDP-Star luminescence, 30 min; inhibition, % at 10 µM; 0.2% of 330,000 active;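 active means inhibition of at least 40% at 10 µM in the primary screen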;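 further: plate controls were DMSO with enzyme for no effect and no enzyme wells for full effect; values of inactives mirror those of a sister screen read the other way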
# The depositor's hits bear a star; & = joins results of further samples. Only part of the results is shown, so the mix of outcomes need not match the whole.
nr	smiles	APOBEC3G inh	hIAP activ	SENP1 inh	mIAP inh	MIN6 prolif	NLRP3 yeast inh	mIAP activ	hIAP block	APOBEC3A inh
1	CCOCCCNC(=O)C(NC(=O)c1cnccn1)c1ccc(C)cc1 (configuration not stated)	-3.8	1.21	-0.1	2.7	-0.8	-19.0	0.973	-20.9	-3.0
2	CCOC(=O)/C(=N\Nc1ccc(OC)cc1)c1csc(Nc2ccccc2)n1	-7.6	0.612	-18.8	9.9	-4.4	28.6	0.901	38.8*	-4.0
3	O=C(O)c1[nH]c2ccccc2c1CC(=O)N1CCN(c2ccccc2)CC1	-3.5	1.08	0.7	-4.8	-0.6	15.0	1.05	-8.3	3.3
4	COC(=O)c1ccc(NC(=O)COC(=O)C2=NN(c3ccccc3)C(=O)CC2)cc1	-5.1	1.01	3.4	1.0	2.7	13.0	0.99	-0.6	-1.0
5	COC(=O)c1ccc(NC(=O)COc2ccc([N+](=O)[O-])cc2)cc1	-1.0	1	-0.3	5.3	-3.7	5.8	0.947	-0.5	1.0
6	Cc1nnc(NC(=O)c2sc3nc(-c4cccs4)cc(C(F)(F)F)c3c2N)s1	-8.2	0.856	-0.2	7.6	-1.8	17.0	0.924	14.4	-4.1
7	CSc1nnc([C@H](Cc2c[nH]c3ccccc23)NC(=O)OC(C)(C)C)o1	-9.9	1.15	0.7	-6.4	-1.8	11.4	1.06	-14.6	-2.9
8	COc1cccc(NC(=O)C2CCCN(S(C)(=O)=O)C2)c1 (configuration not stated)	-5.1	1.01	5.9	-0.9	2.5	19.6	1.01	-0.8	-1.4
9	O=c1c2ccccc2ncn1Cc1ccc(Cl)c(Cl)c1	-2.2	1.1	-0.8	8.2	-2.9	29.5	0.918	-10.5	-3.8
10	CCCCN(C(=O)Cn1nnc2ccccc21)C(C(=O)NCCOC)c1cccs1 (configuration not stated)	-5.7	0.829	3.1	0.8	2.1	-20.8	0.992	17.1	-2.6
11	CN(CC(=O)Nc1ccc(F)c(F)c1F)C(=O)C1CC(=O)N(c2ccc3c(c2)OCCO3)C1 (configuration not stated)	-7.5	0.916	2.0	-0.3	0.9	-8.0	1	8.4	-3.1
12	CCOCCCNCC(=O)Nc1ccc(S(=O)(=O)NC(C)CC)cc1 (configuration not stated)	-8.2	0.855	1.9	-1.2	-2.1	11.8	1.01	14.5	0.7
13	C=CCNC(=O)c1c(CSc2ccccc2)noc1C(=O)NCc1ccccc1	-7.2	0.855	-2.9	10.6	-4.0	16.3	0.894	14.5	0.4
14	CCNC(=S)N1CCc2cc(OC)c(OC)cc2C1COc1ccccc1OC (configuration not stated)	-4.0	1.02	-8.4	-26.4	2.4	0.3	1.26	-1.6	-6.0
15	O=C(C[n+]1cc(Br)cc2ccccc21)c1ccc(F)cc1	-3.9	1.06	30.7	-1.5	-5.9	-7.2	1.01	-5.7	-1.3
16	c1cncc(-c2nc3ccccc3[nH]2)c1	-8.0	1.13	2.6	6.2	-0.2	-0.1	0.938	-12.9	-3.5
17	CCCCN(Cc1cc2ccccc2[nH]c1=O)S(C)(=O)=O	1.2	0.947	-5.4	6.9	-1.8	9.8	0.931	5.3	2.5
18	Cc1cc(NC(=O)C2CC2)ncc1NC(=O)C12CC3CC(CC(C3)C1)C2	-1.4	1.01	-5.7	0.2	-1.6	15.6	0.998	-1.3	-0.4
19	Cc1ccc(S(=O)(=O)N2CCC3(CC2)OCCN3S(=O)(=O)c2c(C)cc(C)cc2C)cc1	-2.9	1.04	0.9	-5.9	2.3	19.8	1.06	-4.1	-2.1
20	CN(C)c1ccc(CN(C(=O)c2ccccc2Br)C2CCS(=O)(=O)C2)cc1 (configuration not stated)	-4.0	1.02	2.8	2.2	-1.6	7.6	0.978	-2.2	-6.1
21	COc1ccc(Cl)cc1C(=O)NNC(=S)NC(=O)/C=C/c1ccco1	-9.2	1.07	0.1	38.0	-4.5	24.3	0.62	-7.4	-0.2
22	CCOC(=O)C1CCCN(C(=O)c2ccc3c(c2)NC(=O)C(N2CCOCC2)S3)C1 (configuration not stated)	4.0	1.08	5.1	3.4	1.7	12.8	0.966	-7.6	0.7
23	C=CCOC(=O)C1=C(C)NC(=O)NC1c1ccc(OCC)cc1 (configuration not stated)	-2.9	0.946	0.8	0.2	0.8	18.7	0.998	5.4	-4.6
24	O=C(c1ccc(Cl)cc1)N1C2C=CC(C2)C1(C(F)(F)F)C(F)(F)F (configuration not stated)	-5.5	1.1	2.2	-8.2	0.2	21.4	1.08	-9.6	-3.6
25	COc1ccc(C(C)=O)cc1COC(=O)c1cccnc1SC	4.9	0.968	2.9	-5.5	-0.7	12.3	1.05	3.2	-5.0
26	COc1ccccc1C1=NC(c2ccc(C)cc2)N=C1C (configuration not stated)	-5.7	0.915	0.9	4.0	0.3	42.4	0.96	8.5	-2.8
27	C=CCOn1c(C)c(C(C)=O)c2c3no[n+]([O-])c3ccc21	-0.5	1.07	2.0	-0.5	7.6*	17.2	1	-7.1	3.1
28	CC(=O)c1cc(CN2CCC(n3nccc3NC(=O)c3ccccc3C)CC2)cs1	-7.3	0.919	0.8	3.3	-1.2	25.8	0.967	8.1	1.1
29	CCCCCCOC(=O)CCc1c(C)nc(N)[nH]c1=O	-4.5	1.08	0.3	2.5	-3.5	1.1	0.975	-8.0	-3.4
30	CCOC(=O)CNC(=O)CSc1nc2cccnc2n1Cc1ccccc1	-8.1	1.06	-7.3	-4.5	-2.5	7.4	1.04	-6.0	-6.5
31	O=C(NCc1ccco1)/C(=C/c1ccco1)NC(=O)c1ccc(Br)o1	-3.6	0.923	-3.1	23.4	-2.2	5.3	0.766	7.7	2.4
32	COc1ccccc1CNC(=O)COc1ccc(C)cc1	-8.9	1.03	-0.7	1.4	0.9	20.9	0.986	-2.8	-7.4
33	CCOc1ccc(C(=O)NCC(=O)NCCCn2nc(C)cc2C)cc1OCC	-7.2	1.28	0.0	0.1	2.6	-2.3	0.999	-27.9	-3.0
34	COc1ccc(CNS(=O)(=O)c2cc3c4c(c2)CCN4C(=O)CC3)cc1	-4.5	1.04	1.1	10.8	2.8	9.2	0.892	-4.5	-0.3
35	CC(C)(C)C(=O)Nc1ncccc1C(O)c1cccc(C(F)(F)F)c1 (configuration not stated)	-2.5	1.02	1.9	-1.4	-1.3	17.6	1.01	-1.6	-1.1
36	C[C@H](NC(=O)c1nc[nH]c1C(=O)NC1CCN(C(=O)OC(C)(C)C)CC1)C(=O)OCc1ccccc1	-5.3	1.65	-0.8	-2.1	-3.7	-1.9	1.02	-64.7	0.3
37	CC1CCN(c2nc(Cl)nc(Nc3ccc([N+](=O)[O-])cc3)n2)CC1	9.6	0.916	0.7	2.4	-6.0	34.5	0.976	8.4	0.7
38	O=c1n(Cc2ccccc2Cl)nc2n1-c1ccccc1SC2	-8.8	1.1	1.7	3.5	-3.8	7.3	0.965	-10.0	0.0
39	COc1ccc(S(=O)(=O)N(Cc2cccnc2)Cc2cc3ccccc3[nH]c2=O)cc1	-0.6	0.972	2.1	3.8	8.8	-6.9	0.962	2.8	-1.7
40	COc1ccc(C)cc1N(CC(=O)NCCN1CCOCC1)S(=O)(=O)c1ccccc1	-5.9	1.02	-0.1	-1.0	-3.3	2.7	1.01	-2.3	-1.1
41	O=C(COc1ccc([N+](=O)[O-])cc1)Nn1cnnc1	-5.1	0.949	5.1	3.2	-1.2	-3.9	0.968	5.1	-4.3
42	COc1ccc(OC)c(S(=O)(=O)NCCCN2CCOCC2)c1	-5.5	0.977	3.1	-5.3	-0.8	-7.3	1.05	2.3	-3.7
43	O=C(Nc1ccc2nsnc2c1)NC1CCCCC1	-5.5	1.01	-51.4	3.9	-2.4	18.1	0.961	-1.5	-5.2
44	CCCCCn1nc(C(=O)OCc2nc(N)nc(Nc3ccccc3)n2)c2ccccc2c1=O	-7.3	1.09	0.6	2.0	-1.7	17.9	0.98	-9.5	-3.3
45	CCOc1cc(/C=N/NC(=O)C(=O)N/N=C/c2ccc(O)c(OCC)c2)ccc1O	-2.1	0.618	-0.6	18.2	2.5	20.2	0.818	38.1*	-2.8
46	Cc1cc([N+](=O)[O-])nn1CC(=O)Nc1cnc2ccccc2c1	-10.4	0.904	-2.8	9.5	-0.2	-1.6	0.905	9.6	-3.1
47	Cc1ccc(-c2csc(N3CCC(NS(=O)(=O)c4ccc5c(c4)OCCO5)CC3)n2)cc1	-2.1	0.975	1.6	-14.3	-3.7	8.2	1.14	2.5	-1.3
48	O=C(CN1C(=O)NC2(CCCCCC2)C1=O)N1CCC(Cc2ccccc2)CC1	-1.4	0.914	-5.6	-8.4	-5.1	-7.0	1.08	8.6	5.4

# The last 3 records of the part before open the next one.
nr	smiles	APOBEC3G inh	hIAP activ	SENP1 inh	mIAP inh	MIN6 prolif	NLRP3 yeast inh	mIAP activ	hIAP block	APOBEC3A inh
46	Cc1cc([N+](=O)[O-])nn1CC(=O)Nc1cnc2ccccc2c1	-10.4	0.904	-2.8	9.5	-0.2	-1.6	0.905	9.6	-3.1
47	Cc1ccc(-c2csc(N3CCC(NS(=O)(=O)c4ccc5c(c4)OCCO5)CC3)n2)cc1	-2.1	0.975	1.6	-14.3	-3.7	8.2	1.14	2.5	-1.3
48	O=C(CN1C(=O)NC2(CCCCCC2)C1=O)N1CCC(Cc2ccccc2)CC1	-1.4	0.914	-5.6	-8.4	-5.1	-7.0	1.08	8.6	5.4
49	CC(C)CCNC(=O)C1CC(=O)N(C2CCCC2)C1 (configuration not stated)	-2.1	0.885	1.3	-1.3	1.6	13.6	1.01	11.5	1.3
50	CC(C)CC1Nc2ncnc(N3CCN(c4ccccn4)CC3)c2N(Cc2ccc(Br)cc2)C1=O (configuration not stated)	-5.7	0.74	-2.1&6.2	7.2	-8.7	11.6	0.928	26.0	-3.0
51	O=C1C2CCCN2C(c2ccccc2)N1c1nccs1 (configuration not stated)	-3.4	1.54	-30.1	-1.4	1.3	6.6	1.01	-53.8	-2.9
52	COc1ccc(NC(=O)CCc2ccccc2)cc1S(=O)(=O)N1CCOCC1	-7.5	1.02	0.1	2.1	-1.8	12.0	0.979	-1.6	-5.1
53	CC(=O)NS(=O)(=O)c1ccc(NC(=O)CC(C)c2ccccc2)cc1 (configuration not stated)	-1.6	0.967	-0.6	2.6	-2.2	-19.8	0.974	3.3	0.5
54	OCCNCCOc1ccccc1F	-3.5	0.957	1.0	-0.2	-1.3	14.5	1	4.3	-5.0
